AP ELISA ortho: alternative complement pathway inhibitors, primary screen, biochemical, ELISA, human serum, orthogonally pooled compounds | LPS-coated ELISA, C3 deposition; tested in compound mixtures | inhibition, % at 5 µM | 62,000 compounds, 0.08% hits;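 active = inhibition above 30% in each of the two pooled mixtures holding the compound, so the lower value exceeds 30%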;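 also: 0% = serum in Mg-EGTA without compound and 100% = EDTA serum blank; some compounds past the cut are filed as inactive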
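Assay system: human serum alternative complement pathway, C3 deposition on LPS-coated wells; Dosing: 5 µM per compound in ten-compound mixtures; Detection: Anti-C3 ELISA, OD 450 nm; Buffer or medium: Mg2+-EGTA GVB++ buffer containing human serum at 1:15 dilution; Timing: 1 h at 37 °C; Replication: two different pools per compound.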
RORA act: activators of orphan receptor RORA, primary screen, cell-based, luminescence; Nuclear receptor ROR-alpha (Homo sapiens), P35398; CHO-K1 Gal4-RORA LBD luciferase reporter; percent increase over mock-subtracted basal signal; activation, % at 10 µM; 65,000 compounds, 1.5% hits; AID 560, 2006;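 active = activation above the mean of all tested compounds plus 3 SD, cut at about 49% in these data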;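 also: 0% = DMSO-treated RORA cells and 100% = added signal equal to DMSO minus mock-transfected cells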
S1P1 ag pot: S1P1 agonists and agonism potentiators, primary screen, cell-based, primary and confirmation screens, CRE-bla reporter. Sphingosine 1-phosphate receptor 1 (Homo sapiens), P21453. AID 449, 2006. 56,000 compounds, 0.57% hits. activation, % at 9.5 µM. S1P1 CRE-bla cells, forskolin, beta-lactamase FRET, potentiator mode; S1P1 agonist co-added at EC20, 2 nM; 100% = saturating reference agonist, 0% = basal;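 active = activation above a cutoff set at the mean activation of all tested compounds plus 3 SD, cut at about 54% in these data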;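 also: forskolin at 4 µM as EC80 and the EC20 agonist is SEW2871; 100% = SEW2871 at its EC100 plus forskolin at EC80; some compounds past the cut are filed as inactive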
Target sequence (P21453 whole entry, looked up): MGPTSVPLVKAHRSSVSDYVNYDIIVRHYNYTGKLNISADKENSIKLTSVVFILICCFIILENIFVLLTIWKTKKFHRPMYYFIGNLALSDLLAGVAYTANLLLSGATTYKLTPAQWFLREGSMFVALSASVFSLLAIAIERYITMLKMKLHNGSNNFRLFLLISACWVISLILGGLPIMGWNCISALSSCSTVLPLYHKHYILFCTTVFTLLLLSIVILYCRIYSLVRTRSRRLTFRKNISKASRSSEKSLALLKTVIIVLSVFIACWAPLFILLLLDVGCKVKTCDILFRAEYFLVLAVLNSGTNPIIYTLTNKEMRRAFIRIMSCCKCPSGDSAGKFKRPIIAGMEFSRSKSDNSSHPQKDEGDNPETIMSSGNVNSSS
5HT1a antag: human 5-HT1a receptor antagonists, primary screen, cell-based, CHO, Ga15 NFAT-bla reporter | inhibition, % at 10 µM | CHO 5-HT1a Ga15 NFAT-bla reporter, antagonist mode | 62,000 compounds, 0.68% hits | AID 612, 2007 | 5-hydroxytryptamine receptor 1A (Homo sapiens), P08908;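 active = inhibition above the mean of all tested compounds plus 3 SD, cut at about 43% in these data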;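 also: receptor stimulated by 5-CT agonist at 100 nM near EC80; beta-lactamase reporter measured by ratiometric fluorescence of a cleavable substrate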
tolC growth inh: growth inhibitors of E. coli tolC mutant, primary screen, strain BW25113 ΔtolC::kan, 384-well; growth inhibition, % at 10 µM (by protocol); 65,000 compounds, 2.2% hits; AID 573, 2007; OD615;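 active = growth inhibition at or above a cutoff equal to the mean over every tested compound plus 3 SD, cut at about 60% in these data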;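 also: growth measured after 20 h incubation at 37 °C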
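test system = E. coli BW25113 ΔtolC::kan bacteria | medium = LB with kanamycin 50 µg/mL | signal = OD at 615 nm | schedule = 37 °C, 20 h exposure | evaluation = % inhibition of E. coli growth | compound dosing = one dose of 10 µM final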
S1P3 ag: human S1P3 receptor agonists, primary screen, cell-based, primary and confirmation, NFAT-BLA reporter | S1P3 NFAT-BLA reporter cells, agonism, FRET ratio; relative to 1 µM S1P, basal subtracted | activation, % at 4.5 µM | 60,000 compounds, 0.1% hits | AID 373, 2006 | Sphingosine 1-phosphate receptor 3 (Homo sapiens), Q99500;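 active = activation above the screen-wide mean plus 3 SD, cut at about 4.5% in these data, passing the limit was not always enough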; also: some compounds called inactive have numbers as strong as hits
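material = human S1P3 NFAT-BLA reporter CHO cells | schedule = 4 h compound at 37 °C, 2 h substrate at RT | measured by = fluorescent BLA substrate, ex 405 nm, em 460/535 nm ratio | controls = 1 µM S1P reference | replication = primary once, confirmation triplicate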
HTR1E agonist: 5-HT1E receptor agonists, primary screen, cell-based, HTS. 5-hydroxytryptamine receptor 1E (Homo sapiens), P28566. CHO 5-HT1E Ga15 NFAT-bla reporter, FRET; 0% DMSO wells, 100% control agonist wells. activation, % at 6 µM. 65,000 compounds, 0.69% hits. AID 574, 2007;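 active = activation above a set limit, the screen-wide mean activation plus 3 SD, cut at about 8.5% in these data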;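 also: 100% = positive control agonist at 1 µM giving full maximal response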
HTR1E antagonist: 5-HT1E receptor antagonists, primary screen, cell-based, HTS; 5-hydroxytryptamine receptor 1E (Homo sapiens), P28566; CHO 5-HT1E Ga15 NFAT-bla reporter, FRET, antagonist; inhibition, % at 6 µM; 65,000 compounds, 0.99% hits; AID 571, 2007;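 active = inhibition above a set limit, the mean inhibition across every tested compound plus 3 SD, cut at about 29% in these data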;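 also: signal is the 460 over 535 nm emission ratio of beta-lactamase substrate; 0% = agonist plus DMSO wells and 100% = wells without agonist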
SF-1 act: activators of human SF-1, primary screen, cell-based, CHO-K1, Gal4-SF-1 LBD, luciferase luminescence | CHO-K1 Gal4-SF-1 LBD luciferase reporter; % increase over DMSO SF-1-specific signal | activation, % at 10 µM | 65,000 compounds, 1.9% hits | Steroidogenic factor 1 (Homo sapiens), Q13285 | AID 522, 2006;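 active = activation above the mean activation of all tested compounds plus 3 SD, cut at about 50% in these data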
Target sequence (Q13285 whole entry, looked up, the tested form may be a part): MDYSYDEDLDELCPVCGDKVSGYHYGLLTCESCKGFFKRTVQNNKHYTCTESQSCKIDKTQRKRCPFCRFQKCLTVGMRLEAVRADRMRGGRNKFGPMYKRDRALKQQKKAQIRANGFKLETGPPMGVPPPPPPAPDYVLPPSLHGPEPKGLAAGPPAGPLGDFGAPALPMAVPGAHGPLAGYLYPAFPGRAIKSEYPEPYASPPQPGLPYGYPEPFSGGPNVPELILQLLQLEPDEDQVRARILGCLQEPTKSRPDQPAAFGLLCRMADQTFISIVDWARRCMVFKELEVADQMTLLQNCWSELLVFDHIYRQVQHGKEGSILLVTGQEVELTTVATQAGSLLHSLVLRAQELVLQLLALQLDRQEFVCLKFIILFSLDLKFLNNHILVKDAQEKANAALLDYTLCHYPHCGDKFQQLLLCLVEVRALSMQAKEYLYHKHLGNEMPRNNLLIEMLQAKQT
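Material: CHO-K1 cells with Gal4–hSF-1 LBD chimera plus Gal4-driven luciferase / Input: 4,000 CHO-K1 cells per well / Incubation: compound exposure 20 h at 37 °C / Signal: luminescence read 15 min after SteadyLite luciferase reagent, after room-temperature equilibration / Read-out: percent activation versus DMSO / Benchmarks: DMSO negative control and −SF1 background wells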
Active calls of the source: *; nt = not tested or not shown.

SMILES	AP ELISA ortho	RORA act	S1P1 ag pot	5HT1a antag	tolC growth inh	S1P3 ag	HTR1E agonist	HTR1E antagonist	SF-1 act
COc1cc(C(=O)N2CCN(C(=O)Cc3ccccc3)CC2)cc(OC)c1OC	5.0	-6.1	-22.4	-0.9	-2.6	-1.0	-0.2	-3.5	0.5
CC(C)(C)c1ccc(S(=O)(=O)N2CCCCC2C(=O)NCc2ccccn2)cc1 (centres undefined)	9.7	8.4	-26.0	-14.4	10.2	-0.3	0.6	-0.9	4.2
Cc1noc(C)c1S(=O)(=O)N1CCCC(C(=O)NCc2ccccn2)C1 (centres undefined)	17.3	13.5	3.3	-16.0	-17.6	0.4	-1.1	0.6	1.2
COc1ccc(CCn2c(-n3nc(C)cc3C)nc3c2c(=O)[nH]c(=O)n3C)cc1	13.4	-0.4	-21.7	1.6	-27.9	-0.7	0.3	-6.3	32.0
CCOC(=O)c1ccc(N2CSC3=C(C#N)C(c4cccs4)CC(=O)N3C2)cc1 (centres undefined)	3.6	3.4	-5.0	3.7	-3.3	0.3	0.8	8.9	5.0
O=C(COC(=O)c1cc2ccccc2o1)c1ccccc1	21.3	-13.8	nt	2.4	14.2	-1.1	0.5	5.6	11.2
CCOC(=O)CNC(=O)c1ccccc1Br	18.4	-11.4	19.1	-0.8	-12.8	0.6	-0.4	-3.6	4.4
COC(=O)/C=c1/s/c(=C(\C#N)C(=O)NCc2ccco2)n(-c2ccccc2)c1=O	nt	-4.7	4.3	nt	18.2	-3.9	-1.0	6.7	2.3
COc1ccc2[nH]cc(CCN=C3SCC(=O)N3C)c2c1	2.5	-11.0	-5.5	1.8	-2.3	0.6	0.0	-5.7	14.6
COc1ccc(CSc2nc(C)cc(=O)[nH]2)cc1Br	17.6	-2.9	-41.6	3.2	5.1	-0.1	-0.3	-5.0	-14.0
CC(C)CCNC(=O)C(c1cccs1)N(CC1CCCO1)C(=O)Cn1nnc2ccccc21 (centres undefined)	1.4	19.0	1.0	22.5	-19.7	0.3	0.3	-2.1	-1.7
O=c1oc(-c2cccs2)nc2sc3c(c12)CCC3	4.8	1.0	-27.1	-6.1	2.6	0.1	-0.1	-0.9	12.6
COc1ccc(-c2cc(C(=O)Nc3c(C)nn(Cc4ccccc4Cl)c3C)no2)cc1	17.7	3.1	nt	-5.1	1.0	nt	-1.1	-0.2	11.6
CCOc1ccc(C2/C(=C(/O)c3ccc(Cl)cc3)C(=O)C(=O)N2CCCN(C)C)cc1OC (centres undefined)	4.4	-0.5	-2.9	-9.2	-26.5	0.6	-0.1	-6.1	-10.8
CCC(=O)Nc1ccc(Cl)c(NC(=O)C(C)C)c1	17.1	-17.1	nt	3.6	-14.4	-0.1	-0.5	3.0	0.8
Cc1c(N=CC=Nc2c(C)n(C)n(-c3ccccc3)c2=O)c(=O)n(-c2ccccc2)n1C	6.3	-0.9	-20.1	-7.2	-9.7	0.3	-0.5	1.1	-10.1
O=S1(=O)N=C(N2CCN(Cc3ccc4c(c3)OCO4)CC2)c2ccccc21	11.2	-17.7	nt	-17.7	-0.7	-0.7	-0.2	8.8	12.5
CCOCCCNC(=O)C1c2ccccc2C(=O)N2CCc3ccccc3C12 (centres undefined)	-11.8	2.8	8.7	3.8	-6.6	-0.6	-0.4	-2.4	-9.6
COc1ccc(-c2nnc3sc(-c4ccccc4OC)nn23)cc1	nt	-5.9	-18.3	nt	3.2	-3.6	-1.0	-5.5	-17.0
Cc1ccc2cc(C)c(N3CCN(c4ccccn4)CC3)nc2c1	28.5	-12.9	-5.1	-2.0	26.2	-1.1	0.2	-8.0	-13.8
Cn1c(N2CCC(C(N)=O)CC2)nc2c1c(=O)n(Cc1ccc(Cl)cc1)c(=O)n2C	-7.1	-2.9	18.6	-0.4	21.4	-0.8	-0.6	7.8	-8.5
O=C(O)c1ccccc1NS(=O)(=O)c1ccccc1C(F)(F)F	4.7	5.7	-15.2	-3.3	17.0	0.0	0.3	1.0	-3.2
COc1ccccc1NC(=O)NC(N)=O	-2.6	-22.6	-5.4	5.5	-14.3	-1.3	-0.1	-5.2	-13.7
CCCCCOc1ccc(C(=O)NC(CCC)C(=O)O)cc1 (centres undefined)	-0.9	-0.4	0.3	-9.0	-6.8	0.1	0.9	-0.7	8.8
Cc1ccc(N2CCN(CCc3nc4cc(NS(C)(=O)=O)ccc4n3C)CC2)cc1	3.0	-2.1	9.8	4.2	11.9	-0.6	0.1	1.3	-0.6
CCOC(=O)N1CCN(Cc2ccccc2F)CC1	10.0	-5.8	nt	-6.5	-16.8	-0.6	1.1	-1.4	-1.1
COCCCNC(=O)C1CC(=O)N(Cc2ccc(OC)cc2)C1 (centres undefined)	15.2	-12.3	3.6	-13.2	-19.5	0.0	0.4	-1.2	10.8
O=C(c1ccccc1)c1ccc(OCC(O)CN2CCCCC2)cc1 (centres undefined)	19.8	9.9	nt	0.5	-12.9	-0.3	0.1	-2.0	19.8
CCOC(=O)c1cn(CC)c2cc(N3CCSCC3)c(F)cc2c1=O	9.4	28.2	11.6	-17.5	100.0*	-0.5	0.7	-0.8	-27.1
CC1(C)NC(=O)N(CC(O)COc2ccccc2C(=O)Nc2ccccc2)C1=O (centres undefined)	nt	-20.4	-6.9	nt	15.7	-4.0	-0.1	11.1	3.1
O=C(COc1nncc2ccccc12)NCCC1=CCCCC1	9.4	-17.6	-2.5	-3.8	-5.6	-1.2	-1.1	16.3	-8.6
CCOC(=O)c1[nH]c(C)c(C(=O)NC(C)(C)C)c1C	20.8	-19.8	-10.3	6.6	-16.2	-0.3	1.3	10.9	8.0
COc1ccc(-c2nnc(SCC(=O)N3CCOCC3)o2)cc1	-15.9	73.0*	-27.1	-11.2	3.1	-1.6	1.1	1.6	37.8
COCC(=O)N(Cc1cc2cc(OC)ccc2[nH]c1=O)c1ccccc1OC	6.7	-24.7	-4.1	-19.9	-9.0	-0.1	0.0	-7.4	2.0
Cc1cc(C(F)(F)F)n2ncc(-c3ccccc3)c2n1	-1.4	-5.8	nt	6.4	18.9	-1.0	-0.1	-7.5	14.7
COc1ccc(-c2[nH]ncc2Oc2ccccc2OC)c(O)c1	11.2	-7.3	-1.9	8.1	98.9*	-0.4	-0.8	4.4	1.8
COc1ccc(N2CCN(CC(=O)Nc3cc4c(cc3C(C)=O)OCO4)CC2)cc1	-4.9	-14.0	12.1	9.2	-7.6	-1.5	-1.9	10.7	-13.4
CCc1sc(C(=O)NC2CCN(C)CC2)cc1Br	13.2	-21.3	-2.7	-4.5	-9.0	-1.6	-0.9	-1.4	-6.6
CCOC(=O)c1ccc(N2C(=O)c3n[nH]c(C)c3C2c2ccccc2)cc1 (centres undefined)	9.9	-13.3	-4.0	16.0	-4.9	-0.8	-0.1	-0.6	8.1
O=C1C(=O)N(CCCN2CCOCC2)C(c2cccs2)/C1=C(/O)c1ccc2c(c1)OCO2 (centres undefined)	8.0	17.6	nt	2.4	-7.7	nt	0.5	-2.4	2.4
CC1CN(C(=O)CN2C(=O)NC(C)(c3ccccc3)C2=O)CC(C)O1 (centres undefined)	-6.1	-11.7	-9.4	-7.9	-6.9	1.6	-0.5	1.1	-8.9
Cc1nc2sc3c(c2c2nc(-c4ccco4)nn12)CC(C)(C)OC3	9.4	2.2	-8.0	1.0	-11.7	-0.4	0.7	3.5	-4.9
COc1ccc(/C=N/n2c(C)nnc2C)c(OC)c1OC	18.1	-1.6	-15.5	0.6	-12.1	-1.1	0.7	-1.2	-0.8
CC1(C)CC(=O)C(C=NCC2CCNCC2)=C(O)C1	14.5	5.2	nt	-9.7	-16.4	-1.1	0.7	-6.9	7.6
Cc1cccc(C(=O)Nc2ccc(CC(=O)O)cc2)c1	-8.7	-1.1	nt	-1.6	-16.0	-0.7	0.7	-0.6	0.6
CCOC(=O)C1(C)NC(c2ccc(OC)c(OC)c2)C2C(=O)N(CC)C(=O)C21 (centres undefined)	-3.3	-0.2	0.7	1.0	-24.7	-0.7	-0.6	2.2	17.0
CCN(CC)CCn1c(NCc2ccc(OC)cc2)nc2ccccc21	4.1	9.6	-8.4	9.4	0.0	0.0	-1.5	-0.6	-4.3
COc1ccc(NCC(=O)Nc2ccc(Cl)cc2C)c(OC)c1	24.7	-8.1	52.0	11.9	20.5	-0.5	0.4	-6.6	-19.4
CC(=O)N1c2c(cc(Br)cc2S(=O)(=O)N2CCOCC2)CC1C (centres undefined)	9.9	-17.1	nt	2.1	-1.6	nt	-1.3	0.4	5.0
CCn1nnc(-c2ccccc2NC(=O)c2ccc(-n3cnnn3)cc2)n1	7.5	-8.2	-14.3	3.6	nt	-0.7	1.3	9.5	-19.8
Cc1ccc2c(c1)N(CCC(=O)NCC1CCCO1)C(=O)CO2 (centres undefined)	10.7	-14.6	-3.1	-6.9	-7.0	-0.8	0.6	1.2	-2.7
CCCCC(=O)Nc1c(O)c2ccccc2[nH]c1=O	-6.0	-3.5	-7.7	nt	2.9	-4.2	0.6	-16.5	6.7
O=C(COC(=O)c1cnccn1)c1ccccc1	0.6	-14.0	nt	-16.1	-9.1	nt	0.2	7.9	0.9
O=C(CSc1nnc(CNC(=O)c2cccs2)o1)NC1CCCCC1	6.5	4.5	nt	-9.9	-12.2	nt	-0.2	-4.2	7.3
CC(=O)C1=C(C)Nc2ncnn2C1c1ccccc1Cl (centres undefined)	20.8	-9.0	-34.5	-12.7	-19.9	0.2	5.3	0.0	11.0

Assay outcomes: PubChem BioAssay, several laboratories
